High-throughput results deposited in PubChem BioAssay by National Center for Advancing Translational Sciences (NCATS).
KDM4E inh: blocks human JMJD2E demethylase activity; JMJD2E catalytic domain, FDH-coupled NADH fluorescence (FDH is formaldehyde dehydrogenase); Potency, µM (titrated, usually from 57.1 µM), without a hit: at the highest dose activity change, negative = inhibition, actives largely listed as inhibitors; 230,000 tested, 1.6% active; active means well fitted inhibition curve with a large enough effect, not every such curve was filed as active; inconclusive means small, poorly fitted or top-dose-only effect, or another doubt; inactive means no such curve, though single readings can be large or run the other way;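 further: 0% = wells with enzyme and -100% = buffer wells without enzyme; nearly all actives have a fitted effect of over 50% in size; many of its hits are not listed in these tables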
Luc counter: counter-screen: inhibitors of Kinase-Glo firefly luciferase. AID 1379. Potency, µM (series often up to 38.3 µM), for inactives: at the highest dose activity change, negative = inhibition, usual class: inhibitors. 200,000 tested, 0.28% active. Kinase-Glo luciferase, ATP luminescence, 8 min. Q27757; further: on the % scale 0 is the no-effect control and ±100 the full control effect; nearly all actives have a fitted effect of over 60% in size
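Luminescence was the read-out, taken after 8-minute incubation at ambient temperature. Luciferase turned over luciferin with 10 uM ATP in imidazole pH 7.2 buffer containing KCl, MgCl2, Tween 20 and BSA.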
IMPase Li cell: membrane-permeable IMPase blocker, potentiated with lithium | CHO-M1 cells, IP1 TR-FRET (IP-One), carbachol + lithium | Potency, µM (series often up to 59.4 µM), for inactives: at the top dose activity, negative = IMPase inhibition, hits mostly inhibitors | 210,000 tested, 0.35% active;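 further: IP1 builds up when IMPase is blocked and the TR-FRET signal falls; plate controls were basal vehicle for no effect and high inhibitor control for full effect; nearly all actives have a fitted effect of over 50% in size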
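CHO-M1, 2000 cells/well, 16–30 h culture; cpd + low Li+, 30 min 37C; lysis with d2-IP1/Eu-anti-IP1 Ab, 10 min RT; TR-FRET 665/620 ratio and 620 channel; AC50 via Hill.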
NPSR antag: blocks cAMP signaling of the human neuropeptide S receptor. Potency, µM (series often up to 38.3 µM), inactives show at the top dose activity change, negative = inhibition, actives largely listed as inhibitors. CHO-NPSR cells, cAMP TR-FRET, antagonist mode. 220,000 tested, 1% active; further: on the % scale 0 is the no-effect control and ±100 the full control effect; nearly all actives have a fitted effect of over 50% in size; many of its hits are not listed in these tables
Target sequence (Q6W5P4 whole entry, looked up): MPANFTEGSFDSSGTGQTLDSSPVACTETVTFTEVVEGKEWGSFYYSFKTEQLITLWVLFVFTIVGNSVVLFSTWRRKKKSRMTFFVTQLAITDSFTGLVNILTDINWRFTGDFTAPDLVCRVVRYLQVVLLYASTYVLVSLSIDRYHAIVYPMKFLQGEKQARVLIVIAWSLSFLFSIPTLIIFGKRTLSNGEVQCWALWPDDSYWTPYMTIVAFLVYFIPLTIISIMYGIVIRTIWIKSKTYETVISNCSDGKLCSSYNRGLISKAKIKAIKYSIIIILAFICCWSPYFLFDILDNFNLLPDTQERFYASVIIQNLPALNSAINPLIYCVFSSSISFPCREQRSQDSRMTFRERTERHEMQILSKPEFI
GoLoco inh red: RGS12 GoLoco-Gai1 interaction inhibition; Gai1:RGS12 GoLoco peptide FP, rhodamine, 10 min; Potency, µM (doses to about 61.6 µM), for inactives: top-dose activity, negative = inhibition, hits mostly inhibitors; 230,000 tested, 0.44% active; active means well fitted inhibition curve with a large enough effect, not every such curve was filed as active; inactive means no such curve, though single readings can be large or run the other way; further: on the % scale 0 is the no-effect control and ±100 the full control effect; nearly all actives have a fitted effect of over 30% in size; many of its hits are not listed in these tables
SMN2 splice up: SMN2 splice variant enhancement | HEK293 SMN2-luciferase splicing reporter, luminescence, 30-36 h | Potency, µM (titrated, usually from 46.1 µM), without a hit: top-dose activity change, positive = activation, actives largely listed as activators | 210,000 tested, 2.8% active | AID 1458; further: % of control where 0% means no effect; nearly all actives have a fitted effect of over 55% in size
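HEK293 cells carry an SMN2 minigene-luciferase reporter in which exon 7 inclusion puts luciferase in frame. Cells were seeded at 2000 cells/well, attached for 10-12 hours, then exposed to compounds for 30-36 hours at 37C before ONE-Glo luminescence.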
Epigenetic reg: epigenetic control regulation, reporter derepression | 280,000 tested, 0.2% active | Potency, µM (highest dose often 53.9 µM), without a hit: at the highest dose GFP activation, hits mostly activators | murine LDR cells, GFP reporter derepression, 30 h; further: % of control where 0% means no effect; nearly all actives have a fitted effect of over 60% in size
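Reporter derepression read as number of fluorescent GFP-positive objects, 20-120 um in size, counted by laser-scanning cytometer. Mouse LDR line with an epigenetically silenced CMV-GFP locus; compound incubation 30 h, 37 C.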
RECQ1 helicase: blocks DNA unwinding by human RECQ1. 240,000 tested, 0.54% active. RECQ1 DNA unwinding, red fluorescence kinetic read. Potency, µM (highest dose often 57.3 µM), for the others: at the highest dose activity, negative = inhibition, hits mostly inhibitors. AID 2549. P46063;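 further: plate controls were vehicle for no effect and no enzyme for full effect; nearly all actives have a fitted effect of over 30% in size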
Target sequence (P46063 whole entry, looked up): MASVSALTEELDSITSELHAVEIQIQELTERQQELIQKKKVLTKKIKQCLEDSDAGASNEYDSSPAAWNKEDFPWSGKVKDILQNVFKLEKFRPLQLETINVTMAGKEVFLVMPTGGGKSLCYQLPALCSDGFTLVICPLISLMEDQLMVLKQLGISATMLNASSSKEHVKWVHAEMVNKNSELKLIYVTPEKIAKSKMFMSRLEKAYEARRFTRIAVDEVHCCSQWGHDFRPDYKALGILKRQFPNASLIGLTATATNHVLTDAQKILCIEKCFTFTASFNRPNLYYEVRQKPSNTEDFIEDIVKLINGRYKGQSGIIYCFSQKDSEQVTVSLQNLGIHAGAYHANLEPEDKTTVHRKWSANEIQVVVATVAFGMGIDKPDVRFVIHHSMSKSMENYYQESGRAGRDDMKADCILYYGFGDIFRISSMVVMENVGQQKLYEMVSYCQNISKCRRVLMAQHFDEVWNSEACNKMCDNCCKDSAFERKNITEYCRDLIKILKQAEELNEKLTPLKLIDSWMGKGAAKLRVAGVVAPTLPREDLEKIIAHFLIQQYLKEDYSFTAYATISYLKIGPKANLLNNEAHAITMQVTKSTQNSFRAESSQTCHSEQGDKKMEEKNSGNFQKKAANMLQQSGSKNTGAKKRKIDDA
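50 nM RECQ1T1 preincubated 15 min with compound in Tris pH 8.0 buffer with MgCl2, DTT, Tween-20 and 2.5 ug/ml poly(dI-dC); started with 200 nM TAMRA/BHQ-2 forked duplex and 2 mM ATP. Unwinding read as fluorescence (525/598 nm), two reads 2 h apart.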
Numbers without * were called inactive; i = inactive; ? = inconclusive; · = not tested or not shown; [ ] = remark or other dose. Unless noted, the call rests on the fitted dose curve; in most records, active means well fitted curve in the direction sought with a large enough effect; inconclusive means small, poorly fitted or top-dose-only effect, or another doubt; inactive means no such curve, though single readings can be large; an effect the other way counts as inactive or inconclusive. Potency means the concentration at half of the fitted maximal effect. These rows are one share of the data; the hit share may differ from the screen's.

SMILES	KDM4E inh	Luc counter	IMPase Li cell	NPSR antag	GoLoco inh red	SMN2 splice up	Epigenetic reg	RECQ1 helicase
Cc1ccc(OCC(=O)N2CCN(C(=O)CCC3CCCC3)CC2)cc1	-3.7%	1.8%	3.5%[38.3 µM]	-8.6%[46.1 µM]	4.6%	?	0.0%	-16.3%
CCN(CC)S(=O)(=O)c1ccc(C(=O)Nc2nnc(C(C)C)s2)cc1	-1.5%	4.9%	20.4%[38.3 µM]	-7.7%[46.1 µM]	12.4%	38.5%	0.0%	-7.0%
Cc1ccccc1-c1nc(-c2ccc(NC(=O)c3ccc4c(c3)OCO4)cc2)no1	-0.7%	-19.0%	-16.5%[38.3 µM]	-1.2%[46.1 µM]	5.4%	-14.4%	8.8%	-0.4%
CNCCOc1ccccc1-c1ccccc1	?	-4.5%	33.7%[activator][38.3 µM]	3.8%[46.1 µM]	-0.8%	-4.1%	0.0%	-14.1%
Cn1c(=O)[nH]c(=O)c2c1nc(Sc1ccccc1)n2CCc1ccccc1	5.5%	-1.1%	9.0%[38.3 µM]	6.5%[46.1 µM]	-10.2%	-10.4%	-1.2%	-2.9%
COc1ccccc1NC(=O)C(=O)N/N=C(\C)CC(=O)Nc1ccccn1	9.0%	-2.7%	-3.9%	1.2%	7.4%	-1.1%	2.2%	i
O=C(CCCOc1ccc(Cl)cc1Cl)Nc1cccnc1	-11.4%	2.5%	21.0%[38.3 µM]	-8.2%[46.1 µM]	1.7%	-17.9%	1.0%	-2.5%
Cc1ccc(CNC(=O)C2CCCN(c3nc4ccccc4o3)C2)cc1 (stereo unspecified)	-0.6%	9.2%	-0.9%	6.4%	-3.2%	6.0%	3.3%	-2.8%
COc1ccc(/C(O)=C2\C(=O)C(=O)N(c3cc(C)on3)C2c2cccc(OC)c2OC)cc1C (stereo unspecified)	-1.3%	9.9%	?	16.8%[46.1 µM]	4.3%	-13.7%	-1.0%	13.9%
CCCNC(=O)c1onc(CSc2ccc(F)cc2)c1C(=O)NCCC	12.3%	·	·	-13.8%	8.3%	·	-1.6%	i
CCOCCCNC(=O)c1c[nH]c2c(CC)cccc2c1=O	-35.6%	0.6%	7.0%	2.1%	8.8%	1.7%	0.2%	i
CC1CCCCN1C(=O)COC(=O)c1n[nH]c2ccccc12 (stereo unspecified)	?	-13.4%	-7.6%[38.3 µM]	-10.0%[46.1 µM]	-3.2%	20.5%	-5.3%	-8.3%

Taken from above.
`CCN(CC)S(=O)(=O)c1ccc(C(=O)Nc2nnc(C(C)C)s2)cc1` – SMN2 splice up: 38.5%
`COc1ccccc1NC(=O)C(=O)N/N=C(\C)CC(=O)Nc1ccccn1` – Epigenetic reg: 2.2%

Continuation:
SMILES	KDM4E inh	Luc counter	IMPase Li cell	NPSR antag	GoLoco inh red	SMN2 splice up	Epigenetic reg	RECQ1 helicase
COc1ccc2nc(-n3c(C)ccc3C)sc2c1	0.3%	1.0%	10.7%[38.3 µM]	-0.1%[46.1 µM]	43.4%[activator]	2.4%	14.7%	i
COCc1cc(Sc2ccc(Cl)cc2)nc(C)n1	-1.8%	-2.6%	5.1%	0.0%	1.6%	8.1%	1.3%[10.1 µM]	2.6%
CC(=O)N1CCC2(CC1)CN(c1cccc(-c3ccccc3)c1)C2	·	-2.9%	2.7%	·	-10.2%	-19.7%	·	i
CCNC(=O)N1CCOCC1	-4.3%	1.6%	-0.5%[38.3 µM]	3.3%[46.1 µM]	-0.3%	0.0%	2.1%	-12.8%
COc1cc(C=C(c2nc3ccccc3s2)c2nc3ccccc3s2)ccc1O	-25.4%	0.5%	19.3%	-25.3%	20.1%	-13.1%	-1.1%	-19.7%
CCOc1ccc(NC(=O)N(C2CCCCC2)C(C)c2ccncc2)cc1 (stereo unspecified)	-2.8%	-4.5%	-3.2%[38.3 µM]	-0.9%[46.1 µM]	18.6%	-5.1%	-1.1%	-9.9%
COc1ccc(N2CCN(CC(=O)Nc3ccc(-n4cnnn4)cc3)CC2)cc1	0.7%	2.8%	-0.2%	-2.2%[46.1 µM]	-10.7%	24.1%	-2.0%	-1.3%
CCOC(=O)c1sc(=NC(=O)CCSc2ccccc2)n(C)c1C	-4.7%	-1.6%	9.4%	-13.6%	-4.5%	?	1.1%	i
Cc1c(/C=N/n2cnnc2)c2ccccc2n1CCOc1ccc(Cl)cc1	-1.9%	-6.1%	17.9%[38.3 µM]	?	-1.4%	2.8%	11.2%	-2.9%
O=C1CCC(=O)N(O)CCCCCNC(=O)CCC(=O)N(O)CCCCCNC(=O)CCC(=O)N(O)CCCCCN1	7.94µM*	·	·	15.4%	0.1%	·	1.1%	27.5%
Cc1ccc(/C(N)=N/OC(=O)c2ccc(F)cc2)cc1	0.9%	-4.3%	0.8%	-17.0%[46.1 µM]	-3.0%	?	-11.0%	-5.0%
Cc1c(/C(Cc2ccccc2)=N/O)c2ccccc2n1C	7.4%	1.6%	17.1%	-21.3%[46.1 µM]	8.9%	-0.4%	0.0%	-0.2%
CC(=O)Oc1ccc(Oc2ccc(-c3noc(C)n3)cc2)cc1	-3.8%	0.5%	23.1%[38.3 µM]	-8.6%[46.1 µM]	5.6%	?	0.0%	-9.2%
O=C(CNc1ccccc1OC(F)F)N1CCc2ccccc21	-1.4%	-9.6%	-2.6%	-21.0%	-2.9%	14.1µM*	2.5%	i
O=C(COc1ccccc1)NCC(=O)N/N=C/c1cccs1	-8.3%	0.9%	?	7.4%[46.1 µM]	11.7%	-21.8%	-1.0%	-7.7%
O=C(CSc1nc(O)c(Cc2ccccc2)c(=O)n1-c1ccccc1)N1CCOCC1	4.7%	-0.4%	32.3%[38.3 µM]	-13.1%[46.1 µM]	0.7%	-3.0%	-0.1%	7.1%
O=C(/C=C/Nc1ccc(S(=O)(=O)Nc2cnc3ccccc3n2)cc1)c1cccnc1	-18.9%	·	·	-10.4%	-1.9%	·	5.8%	-1.3%
CC(C)(C)/C(O)=C/c1nc2ccccc2oc1=O	-2.9%	-1.2%	5.1%	10.6%	-1.2%	·	0.0%	i
COc1ccc(Cc2nnc(NC(=O)CSc3ccc(C)cc3)s2)cc1OC	3.5%	-2.3%	7.9%[38.3 µM]	-12.3%[46.1 µM]	-3.4%	-5.4%	4.8%	-10.3%
COC(=O)CNC(=O)COC(=O)/C=C/c1cccs1	-3.5%	·	·	-17.4%	5.8%	·	0.5%	i
O=C(OCc1nc2ccc(Cl)cc2n1CCO)c1ccc(O)cc1	-3.4%	-2.9%	-2.5%	6.1%	34.4%[activator]	-9.2%	0.0%	0.6%
Nn1c(Cc2ccc(F)cc2)n[nH]c1=S	-6.4%	1.3%	-2.6%	-1.1%	2.8%	4.5%	0.9%	i
CCn1c(SCC(=O)N/N=C/C=C/c2ccccc2[N+](=O)[O-])nnc1-c1ccccc1	-8.5%	2.8%	7.9%	-7.5%	-1.5%	9.8%	-1.0%	4.2%
Cc1csc(/N=C/c2ccc([N+](=O)[O-])cc2)n1	?	-2.8%	-8.8%	14.6%	-3.7%	-8.9%	-1.3%	-9.6%
COc1ccc(NC(=O)CN(C)CC(=O)Nc2ccc(Cl)cc2[N+](=O)[O-])cc1	3.7%	-3.1%	7.6%	2.5%	-7.7%	-15.9%	0.1%	i
CC(C)CNC(=S)N1CCC(C(=O)c2ccc3c(c2)OCCO3)CC1	-16.5%	-1.8%	12.4%	-5.9%	10.2%	-42.6%[inhibitor]	-3.8%	i
Cc1nn(C)cc1C(C(=O)NC1CCCCC1)N(C(=O)Cc1cccs1)c1ccc(Cl)cc1 (stereo unspecified)	3.3%	-0.3%	4.1%	16.0%	2.6%	-7.9%	-1.1%	5.8%
CC(C)OC(=O)Cn1c(=O)oc2ccccc21	7.6%	-4.2%	38.1%[activator][38.3 µM]	7.1%[46.1 µM]	5.6%	-4.3%	-0.8%	i
Cn1c(=O)oc2cc(S(=O)(=O)Nc3cccc(F)c3)ccc21	-1.4%	-0.3%	0.0%	12.3%[46.1 µM]	6.5%	16.2%	-1.0%	-1.6%
CN1C(=S)SC(C)(C)C1(C)NO (stereo unspecified)	0.0%	-1.2%	-16.8%[38.3 µM]	-5.4%[46.1 µM]	3.9%	-9.3%	?	i
COc1ccc2c(=O)c(CC(=O)O)coc2c1	-26.8%	-1.1%	5.2%	·	-22.2%	3.5%	-1.3%	17.7%
CCOC(CNC(=O)Cn1nc(C)c2ccccc21)OCC	-5.9%	-0.2%	-10.8%	23.4%	-1.0%	-14.7%	-2.8%	-10.5%
CCS(=O)(=O)c1nc(S(=O)(=O)c2ccc(C)cc2)c(NCCCN(C)C)s1	-10.1%	·	3.5%	-7.8%	-3.2%	·	-0.4%	-6.3%
Cc1onc(-c2ccccc2Cl)c1C(=O)NCc1ccc2c(c1)cc(C)n2C	-0.2%	·	·	-20.6%	-30.6%	·	1.1%	-27.0%
COc1ccc(NC(=O)N2CCN(c3nc4ccccc4n3C(C)C)CC2)cc1	-4.2%	-0.8%	11.6%	8.6%	3.7%	-7.2%	7.1%	i
CC(C)c1ccc(S(=O)(=O)Nc2ccc(SC(F)F)cc2)cc1	5.3%	1.1%	19.7%	3.8%[46.1 µM]	-11.2%	-32.7%[inhibitor]	1.0%	-22.3%

By substructure, the compounds so far containing an NH in an aromatic ring
SMILES	KDM4E inh	Luc counter	IMPase Li cell	NPSR antag	GoLoco inh red	SMN2 splice up	Epigenetic reg	RECQ1 helicase
Cn1c(=O)[nH]c(=O)c2c1nc(Sc1ccccc1)n2CCc1ccccc1	5.5%	-1.1%	9.0%[38.3 µM]	6.5%[46.1 µM]	-10.2%	-10.4%	-1.2%	-2.9%
CCOCCCNC(=O)c1c[nH]c2c(CC)cccc2c1=O	-35.6%	0.6%	7.0%	2.1%	8.8%	1.7%	0.2%	i
CC1CCCCN1C(=O)COC(=O)c1n[nH]c2ccccc12 (stereo unspecified)	?	-13.4%	-7.6%[38.3 µM]	-10.0%[46.1 µM]	-3.2%	20.5%	-5.3%	-8.3%
Nn1c(Cc2ccc(F)cc2)n[nH]c1=S	-6.4%	1.3%	-2.6%	-1.1%	2.8%	4.5%	0.9%	i
